ABCB6 inh MLPCN: human ABCB6 transporter inhibition; Q9NP58; K562-ABCB6 porphyrin accumulation, flow cytometry, 1 h; hits give low values; hit rate 0.19% among 360,000; fluorescence ratio to DMSO, % at 10 µM;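 active = fluorescence ratio to DMSO below 75%, the collection mean minus 3 SD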;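 note: signal is porphyrin accumulated inside mitochondria; 100% equals median channel fluorescence of DMSO control wells; lower ratio means ABCB6 inhibition with less porphyrin fluorescence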
Exocytosis inh: lytic granule exocytosis inhibition. TALL-104 LAMP-1 surface exposure, flow cytometry; cells stimulated with thapsigargin and PMA. inhibition, % at 10 µM. hit rate 0.66% among 360,000. AID 651702;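 active = inhibition above about 55%, limit read from the data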
CaV13 FRET inh: Disruptors of the CACNA1D IQ motif to Ca2+-dependent inactivation inhibitor domain association, primary screening, Förster resonance energy transfer in intact living …; HEK cells, CFP/YFP FRET ICDI-IQ, plate reader, 10 min; percent FRET-ratio fall versus neutral wells; inhibition, % at 12.3 µM; hit rate 0.098% among 340,000; AID 743397;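 active = mean replicate inhibition of at least 30% and at least 1% of replicates passing that level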;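 note: 0% = median of the neutral control wells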
MC4R ag barr: human MC4R agonism via beta-arrestin; P32245; U2OS MC4R beta-arrestin complementation, luminescence; percent of melanotan II response, DMSO zero; activation, % at 8.9 µM; hit rate 0.98% among 360,000;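 active = activation above a per-plate cutoff, the mean activation of sample wells on that plate plus 3 SD, cut at about 8% in these data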
PDI inh: inhibitors of human protein disulfide isomerase; P07237; AID 588391; PDI insulin aggregation turbidity, A650, 90 min; inhibition, % at 10 µM; hit rate 0.052% among 350,000;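 active = mean inhibition across replicates of 30% or more, whatever share of single replicates reach that level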;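 note: absorbance from insulin aggregation driven by PDI reduction with DTT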
Cardio protect: protects H9c2 cardiomyocytes from peroxide injury; H2O2 injury protection, ATPLite, 2 h; protection from H2O2 cell death, % at 20 µM; hit rate 0.63% among 360,000; AID 588492;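 active = compounds giving at least 50% protection of heart cells from peroxide-induced death in the single-dose screen, raw or plate-pattern-corrected value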;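 note: 0% = DMSO wells with peroxide and 100% = DMSO wells without peroxide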
m5-HT2A agonist: mouse HTR2A agonism via beta-arrestin recruitment | P35363 | CHO-K1 mHTR2A beta-arrestin complementation, luminescence; percent of 30 µM serotonin response | activation, % at 7.6 µM | hit rate 0.66% among 360,000;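 active = activation above a run cutoff, the mean activation of all tested compounds plus 3 SD, cut at about 14% in these data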;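 note: 0% = plate median of compound wells and 100% = 30 µM serotonin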
MC4R antagonist: human MC4R antagonism in cAMP assay; P32245; MC4R-expressing cells, MTII-stimulated cAMP, LANCE TR-FRET; inhibition, % at 6.5 µM; hit rate 0.48% among 360,000; AID 540295;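 active = inhibition above its plate's cutoff, the mean of tested wells on that plate plus 3 SD, cut at about 29% in these data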;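 note: 0% = Melanotan II alone and 100% = Melanotan II plus saturating MCL0020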
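Material: U2OS-MC4R stable cell line | Reagent: Melanotan II challenge after compound preincubation | Doses: One concentration, 6.5 µM nominal | Incubation: 30-min compound preincubation, 1-h Melanotan II challenge, 1-h detection, room temperature | Signal: TR-FRET cAMP assay | Replicates: One well per compound, no replicates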
Glyco luc inh: N-linked glycosylation inhibition. D54 ERlucT glycosylation luciferase reporter, 24 h; percent of 100 nM tunicamycin response. reporter increase, % at 12.5 µM. hit rate 0.23% among 360,000. AID 588692;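 active = mean luciferase reporter signal, scaled so untreated is 0 and the glycosylation-blocking control 100, at or above a set limit in every replicate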;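 note: luciferase carries N-glycosylation sites so blocking glycosylation raises the light; 0% = median of neutral control wells and 100% = median of 100 nM tunicamycin wells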
ABHD5 PLIN5 PPI: ABHD5-PLIN5 protein interaction inhibition; Q00G26+Q8WTS1; Split G. princeps luciferase complementation, luminescence, 4 h; inhibition, % at 4 µM; hit rate 0.78% among 360,000;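 active = inhibition above the mean inhibition across every tested compound plus 3 SD, cut at about 22% in these data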;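 note: 0% = DMSO only wells and the 100% control is not disclosed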
Target sequence (Q00G26 whole entry, looked up): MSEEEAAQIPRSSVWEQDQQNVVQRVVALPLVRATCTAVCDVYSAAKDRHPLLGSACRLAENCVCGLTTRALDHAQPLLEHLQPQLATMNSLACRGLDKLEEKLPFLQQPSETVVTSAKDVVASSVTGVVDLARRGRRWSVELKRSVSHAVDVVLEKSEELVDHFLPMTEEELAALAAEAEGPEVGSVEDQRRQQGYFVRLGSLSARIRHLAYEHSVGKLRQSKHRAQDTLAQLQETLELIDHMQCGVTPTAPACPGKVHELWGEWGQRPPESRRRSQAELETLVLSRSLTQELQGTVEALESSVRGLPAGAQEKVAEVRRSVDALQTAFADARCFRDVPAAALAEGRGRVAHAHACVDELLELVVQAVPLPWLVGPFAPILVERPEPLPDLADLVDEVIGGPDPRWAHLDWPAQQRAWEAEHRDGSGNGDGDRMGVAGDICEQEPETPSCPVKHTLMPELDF
Target sequence (Q8WTS1 whole entry, looked up): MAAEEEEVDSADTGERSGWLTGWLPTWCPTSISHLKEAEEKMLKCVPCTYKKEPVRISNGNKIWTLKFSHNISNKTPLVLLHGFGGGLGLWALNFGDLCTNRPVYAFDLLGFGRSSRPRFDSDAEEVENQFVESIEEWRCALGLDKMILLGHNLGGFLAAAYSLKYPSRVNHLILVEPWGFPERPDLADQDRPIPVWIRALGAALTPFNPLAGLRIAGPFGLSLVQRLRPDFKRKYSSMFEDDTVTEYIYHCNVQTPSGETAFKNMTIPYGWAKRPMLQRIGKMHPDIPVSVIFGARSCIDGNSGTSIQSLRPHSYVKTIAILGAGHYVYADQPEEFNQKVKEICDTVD
Starred values were filed as active, the others as inactive.

`Cc1ccccc1NC(=O)CC1SC(=NC2CCCCC2)NC1=O` (configuration not stated) gave ABCB6 inh MLPCN 96, Exocytosis inh 1, CaV13 FRET inh 0, MC4R ag barr -1.4, PDI inh -8, Cardio protect 3, m5-HT2A agonist -3, MC4R antagonist -3, Glyco luc inh 3 and ABHD5 PLIN5 PPI -3.
Screening O=C1CCCC(=O)N1CCCCCCN1C(=O)CCCC1=O returned ABCB6 inh MLPCN 99, Exocytosis inh 3, CaV13 FRET inh -4, MC4R ag barr -0.5, PDI inh -2, Cardio protect -2, m5-HT2A agonist 2, MC4R antagonist 24, Glyco luc inh -2 and ABHD5 PLIN5 PPI 3.
For CC(=O)Nc1cccc(-c2ccnc3c2CC(C)(C(=O)NCC2CC2)O3)c1 (configuration not stated) the results were ABCB6 inh MLPCN 97, Exocytosis inh 7, CaV13 FRET inh -13, MC4R ag barr -0.5, PDI inh -11, Cardio protect 2, m5-HT2A agonist 13, MC4R antagonist -10, Glyco luc inh 23 and ABHD5 PLIN5 PPI 4.
Screening CCOC(=O)C1CN(S(=O)(=O)c2cc(OC)ccc2OC)C1 returned ABCB6 inh MLPCN 97, Exocytosis inh 2, CaV13 FRET inh -8, MC4R ag barr -0.9, PDI inh -2, Cardio protect -4, m5-HT2A agonist 1, MC4R antagonist 8, Glyco luc inh 0 and ABHD5 PLIN5 PPI -3.
Screening CN(CC(=O)Nc1ccc(Cl)c(C(F)(F)F)c1)C(=O)/C=C/c1ccco1 returned ABCB6 inh MLPCN 98, Exocytosis inh 8, CaV13 FRET inh -5, MC4R ag barr 2.1, PDI inh -14, Cardio protect -15, m5-HT2A agonist -1, MC4R antagonist 6, Glyco luc inh 2 and ABHD5 PLIN5 PPI 20.
Screening CNS(=O)(=O)c1cc(-c2nnc(N3CCOCC3)c3ccccc23)ccc1C returned ABCB6 inh MLPCN 94, Exocytosis inh 1, CaV13 FRET inh -19, MC4R ag barr 1.4, PDI inh -13, Cardio protect 5, m5-HT2A agonist -4, MC4R antagonist 6, Glyco luc inh -3 and ABHD5 PLIN5 PPI 5.
Cc1cccc(NC(=O)CCOc2ccccc2)c1C was read as ABCB6 inh MLPCN 100, Exocytosis inh 5, CaV13 FRET inh -4, MC4R ag barr 2.3, PDI inh -7, Cardio protect 0, m5-HT2A agonist -3, MC4R antagonist 1, Glyco luc inh -3 and ABHD5 PLIN5 PPI 14.
O=C(Nc1nccs1)c1ccc2ccccc2c1 was read as ABCB6 inh MLPCN 93, Exocytosis inh -4, CaV13 FRET inh -6, MC4R ag barr -1.3, PDI inh 2, Cardio protect -13, m5-HT2A agonist 0, MC4R antagonist -9, Glyco luc inh -11 and ABHD5 PLIN5 PPI -4.
CCSc1oc(-c2cccs2)nc1S(=O)(=O)c1ccccc1 was read as ABCB6 inh MLPCN 102, Exocytosis inh 8, CaV13 FRET inh -8, MC4R ag barr -0.4, Cardio protect -10, m5-HT2A agonist -6, MC4R antagonist 2, Glyco luc inh -4 and ABHD5 PLIN5 PPI -1.
Screening CCOC(=O)N1CCN(C(=O)Nc2cccc3ccccc23)CC1 returned ABCB6 inh MLPCN 96, Exocytosis inh 1, CaV13 FRET inh -2, MC4R ag barr -1.1, PDI inh -4, Cardio protect -6, m5-HT2A agonist -2, MC4R antagonist 2, Glyco luc inh 2 and ABHD5 PLIN5 PPI -3.
COC(=O)c1cc(NC(=O)CN(c2ccc3c(c2)OCO3)S(C)(=O)=O)ccc1Cl was read as ABCB6 inh MLPCN 104, Exocytosis inh 1, CaV13 FRET inh -7, MC4R ag barr 0.7, PDI inh 2, Cardio protect -1, m5-HT2A agonist -4, MC4R antagonist 12, Glyco luc inh 1 and ABHD5 PLIN5 PPI -1.
Screening c1ccc(-c2nc(C3CCCCC3)c3ccccc3n2)cc1 returned ABCB6 inh MLPCN 105, Exocytosis inh -5, CaV13 FRET inh -12, MC4R ag barr 0.6, PDI inh 1, Cardio protect -6, m5-HT2A agonist -1, MC4R antagonist -1, Glyco luc inh 0 and ABHD5 PLIN5 PPI -21.
Screening CCCNC(=O)CSc1nnc(-c2ccccc2Br)n1-c1cccc(C(F)(F)F)c1 returned ABCB6 inh MLPCN 101, Exocytosis inh 0, CaV13 FRET inh 0, MC4R ag barr 0.8, PDI inh 0, Cardio protect -3, m5-HT2A agonist -1, MC4R antagonist 6, Glyco luc inh 1 and ABHD5 PLIN5 PPI -4.
For CCCCn1c(N)c(N(CCC(C)C)C(=O)c2ccc([N+](=O)[O-])s2)c(=O)[nH]c1=O the results were ABCB6 inh MLPCN 101, Exocytosis inh 8, CaV13 FRET inh -7, MC4R ag barr -2.3, PDI inh -24, Cardio protect 3, m5-HT2A agonist 19*, MC4R antagonist 2, Glyco luc inh 3 and ABHD5 PLIN5 PPI -7.
N#Cc1ccc(COC(=O)C2CCC(=O)N2)cc1 (configuration not stated) was read as ABCB6 inh MLPCN 93, Exocytosis inh 2, CaV13 FRET inh -5, MC4R ag barr -0.7, PDI inh -7, Cardio protect 8, m5-HT2A agonist 0, MC4R antagonist -1, Glyco luc inh 1 and ABHD5 PLIN5 PPI 2.

The list goes on, starting with the last 3 of the part before.
Screening CCCNC(=O)CSc1nnc(-c2ccccc2Br)n1-c1cccc(C(F)(F)F)c1 returned ABCB6 inh MLPCN 101, Exocytosis inh 0, CaV13 FRET inh 0, MC4R ag barr 0.8, PDI inh 0, Cardio protect -3, m5-HT2A agonist -1, MC4R antagonist 6, Glyco luc inh 1 and ABHD5 PLIN5 PPI -4.
For CCCCn1c(N)c(N(CCC(C)C)C(=O)c2ccc([N+](=O)[O-])s2)c(=O)[nH]c1=O the results were ABCB6 inh MLPCN 101, Exocytosis inh 8, CaV13 FRET inh -7, MC4R ag barr -2.3, PDI inh -24, Cardio protect 3, m5-HT2A agonist 19*, MC4R antagonist 2, Glyco luc inh 3 and ABHD5 PLIN5 PPI -7.
N#Cc1ccc(COC(=O)C2CCC(=O)N2)cc1 (configuration not stated) was read as ABCB6 inh MLPCN 93, Exocytosis inh 2, CaV13 FRET inh -5, MC4R ag barr -0.7, PDI inh -7, Cardio protect 8, m5-HT2A agonist 0, MC4R antagonist -1, Glyco luc inh 1 and ABHD5 PLIN5 PPI 2.
Screening COc1ccc(N2C(=O)NC(NS(=O)(=O)c3ccc(NC(C)=O)cc3)(C(F)(F)F)C2=O)cc1 (configuration not stated) returned ABCB6 inh MLPCN 93, Exocytosis inh -3, CaV13 FRET inh -6, MC4R ag barr -3.8, PDI inh 5, Cardio protect 3, m5-HT2A agonist 4, MC4R antagonist 7, Glyco luc inh 2 and ABHD5 PLIN5 PPI -9.
`O=C(O)CCCCn1c(SCc2ccccc2Cl)nc2ccsc2c1=O` gave ABCB6 inh MLPCN 98, Exocytosis inh 2, CaV13 FRET inh -6, MC4R ag barr -1.6, PDI inh 5, Cardio protect -3, m5-HT2A agonist 0, MC4R antagonist 21, Glyco luc inh 0 and ABHD5 PLIN5 PPI -4.
`CC1CCN(CCCCOc2ccccc2Br)CC1` gave ABCB6 inh MLPCN 100, Exocytosis inh -3, CaV13 FRET inh -3, MC4R ag barr 0.3, PDI inh 2, Cardio protect 16, m5-HT2A agonist -9, MC4R antagonist 20, Glyco luc inh -2 and ABHD5 PLIN5 PPI 6.
Screening CC(=O)Oc1c(S(=O)(=O)c2ccccc2)c(C)nn1C(C)(C)C returned ABCB6 inh MLPCN 91, Exocytosis inh 0, CaV13 FRET inh -5, MC4R ag barr -1.6, PDI inh 3, Cardio protect -4, m5-HT2A agonist -3, MC4R antagonist 10, Glyco luc inh 3 and ABHD5 PLIN5 PPI -3.
For O=C(Cc1c(F)cccc1Cl)NNC(=S)Nc1ccc(S(=O)(=O)Nc2ncccn2)cc1 the results were ABCB6 inh MLPCN 96, Exocytosis inh 1, CaV13 FRET inh -2, MC4R ag barr 0.3, PDI inh -1, Cardio protect 0, m5-HT2A agonist -12, MC4R antagonist 9, Glyco luc inh -1 and ABHD5 PLIN5 PPI 0.
Screening COc1cccc(C(=O)Nc2ccc(NC(=O)c3ccco3)c(Cl)c2)c1 returned ABCB6 inh MLPCN 97, Exocytosis inh -1, CaV13 FRET inh -5, MC4R ag barr -1.0, PDI inh -1, Cardio protect 30, m5-HT2A agonist 1, MC4R antagonist -5, Glyco luc inh 1 and ABHD5 PLIN5 PPI 3.
`Nc1ccc(NC(=O)c2ccco2)c(Cl)c1` gave ABCB6 inh MLPCN 95, Exocytosis inh 3, CaV13 FRET inh -2, MC4R ag barr 0.7, PDI inh -3, Cardio protect 5, m5-HT2A agonist -1, MC4R antagonist 19, Glyco luc inh 1 and ABHD5 PLIN5 PPI -12.
For CC(=O)c1ccc(Nc2c3c(nc4ccccc24)CCCC3)cc1 the results were ABCB6 inh MLPCN 100, Exocytosis inh 1, CaV13 FRET inh -4, MC4R ag barr 2.3, PDI inh -3, Cardio protect 5, m5-HT2A agonist 0, MC4R antagonist 0, Glyco luc inh 23 and ABHD5 PLIN5 PPI 4.
For COc1ccc(C2CC(=O)c3c(O)cc(O)cc3O2)cc1O (configuration not stated) the results were ABCB6 inh MLPCN 95, Exocytosis inh 0, MC4R ag barr -2.4, Cardio protect -7, m5-HT2A agonist -4, MC4R antagonist -8, Glyco luc inh -2 and ABHD5 PLIN5 PPI 2.
For COc1ccc(-c2cn3cccnc3n2)cc1NC(=O)C(C)C the results were ABCB6 inh MLPCN 109, Exocytosis inh -2, CaV13 FRET inh -6, MC4R ag barr -0.4, PDI inh -3, Cardio protect -14, m5-HT2A agonist 4, MC4R antagonist 3, Glyco luc inh -4 and ABHD5 PLIN5 PPI 1.
`COc1ccc(-c2noc(N3CCC(C(=O)NCc4ccc(F)cc4)CC3)n2)cc1` gave ABCB6 inh MLPCN 97, Exocytosis inh 1, CaV13 FRET inh 5, MC4R ag barr -0.1, Cardio protect -22, m5-HT2A agonist -10, MC4R antagonist 13, Glyco luc inh 2 and ABHD5 PLIN5 PPI 3.
Cc1ccc(S(=O)(=O)N2CCC(C(=O)N[C@@H](Cc3ccccc3)C(=O)O)CC2)cc1 was read as ABCB6 inh MLPCN 95, Exocytosis inh 3, CaV13 FRET inh -4, MC4R ag barr -1.3, PDI inh 0, Cardio protect 6, m5-HT2A agonist 0, MC4R antagonist 8, Glyco luc inh 1 and ABHD5 PLIN5 PPI 3.
`CC(OC(=O)CNC(=O)COc1ccccc1)C(=O)N(C)Cc1ccccc1` (configuration not stated) gave ABCB6 inh MLPCN 95, Exocytosis inh 8, CaV13 FRET inh -5, MC4R ag barr -1.6, PDI inh -9, Cardio protect 7, m5-HT2A agonist -2, MC4R antagonist 1, Glyco luc inh 0 and ABHD5 PLIN5 PPI -9.

Screening results deposited in PubChem BioAssay by several laboratories.

No enrichment for hits (roughly 4.2% active in at least one column).
